12-LOX inh: ALOX12 (human) lipoxygenase inhibition. AID 1671190. purified 12hLO, xylenol orange hydroperoxide absorbance. 1.1% of 580,000 active. Potency, µM (top dose mostly 108 µM), for the others: at the highest dose activity change, negative = inhibition, actives largely listed as inhibitors. P18054; active = well fitted inhibition curve with a large enough effect; inconclusive = small, poorly fitted or top-dose-only effect, or another doubt; inactive = no such curve, though single readings can be large or run the other way
Target sequence (P18054 whole entry, looked up): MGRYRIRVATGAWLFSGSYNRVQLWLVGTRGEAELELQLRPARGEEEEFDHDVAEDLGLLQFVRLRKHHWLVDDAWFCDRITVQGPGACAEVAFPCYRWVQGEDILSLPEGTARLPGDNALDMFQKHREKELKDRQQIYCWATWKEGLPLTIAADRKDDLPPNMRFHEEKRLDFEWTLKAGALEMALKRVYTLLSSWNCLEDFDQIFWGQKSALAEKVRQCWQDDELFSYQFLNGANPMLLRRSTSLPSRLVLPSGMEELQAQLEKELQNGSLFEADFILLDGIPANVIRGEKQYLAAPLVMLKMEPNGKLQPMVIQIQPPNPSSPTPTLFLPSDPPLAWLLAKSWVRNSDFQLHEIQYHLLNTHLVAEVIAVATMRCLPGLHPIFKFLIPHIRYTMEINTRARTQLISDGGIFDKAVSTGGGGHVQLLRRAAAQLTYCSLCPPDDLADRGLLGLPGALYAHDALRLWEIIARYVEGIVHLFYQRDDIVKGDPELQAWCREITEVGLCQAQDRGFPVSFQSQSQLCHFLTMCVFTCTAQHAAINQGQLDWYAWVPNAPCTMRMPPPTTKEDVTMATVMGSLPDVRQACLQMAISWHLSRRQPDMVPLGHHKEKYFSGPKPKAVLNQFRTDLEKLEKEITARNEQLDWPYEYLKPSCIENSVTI
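Hydroperoxide product was detected by ferrous iron/xylenol orange as the 573 to 405 nm absorbance ratio. Arachidonic acid at 40 uM (final) was turned over for 30 min at room temperature by 150 nM human 12hLO, pH 7.0 Hepes buffer, after 15 min compound preincubation.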
* marks the source's active call; other numbers are inactive results; ? = inconclusive; [ ] = dose if it differs, or a comment. % is scaled to controls: 0 for no effect and ±100 for the full control effect; potency is read from the fitted curve at half-maximal effect.

12-LOX inh	smiles
?	O=C(c1ccc(Cl)cc1)c1ccc(OCc2cccc3ccccc23)cc1
0.1%[6.33 µM]	CC(=O)N1Cc2ccccc2CC2(CCN(Cc3ccc(O)cc3)CC2)C1
18.9%	Cc1noc(-c2cn(C3CCN(C(=O)c4cccn4C)C3)nn2)n1 (stereo not drawn)
7.6%	CN(Cc1ccccc1)Cc1cc(CC2(NCc3ccc(OC(F)(F)F)cc3)COC2)no1
18.6%	O=C(NC1C[C@H]2CC[C@@H](C1)N2C(=O)Cc1ccc(Br)cc1)c1ccncc1 (stereo partly drawn)
-79.8%	CCCCN(CC)c1ccc(NS(=O)(=O)c2ccc(C(C)=O)cc2)cc1C(=O)O
1.0%[176 µM]	OC(c1nc(Nc2ccc(N3CCOCC3)cc2)n[nH]1)C1CC1 (stereo not drawn)
?	Cc1nc2sc3c(c2c(-c2ccc(Cl)cc2)c1C(N)=O)CCC3
20µM*	O=c1oc2ccc(Cl)cc2cc1-c1csc(Nc2ccccc2)n1
-3.4%	CCOC(=O)N1CCC(NC(=O)C2CCN(Cc3nc(-c4ccccc4)no3)CC2)CC1
?	CCCc1nc2ccccc2c(C(=O)OCC(=O)NC(=O)NC)c1CC
-18.6%	CCc1ccc2oc(C(=O)Nc3ccc(S(=O)(=O)N(C)c4ccccc4)cc3)cc(=O)c2c1
-5.2%	C/C(=N\O)c1ccc(-n2cccc2)cc1
-10.5%	CCCCNCc1ccc(-c2ccc(C(C)O)cc2)o1 (stereo not drawn)
-3.0%	C=CCN(Cc1ccc(OC)cc1)C(=O)Cc1nn(C)c(=O)c2ccccc12
19.3%[176 µM]	COCCNc1ccc(-c2noc([C@@H]3CCCN3Cc3ccncc3)n2)cn1
-3.2%	Fc1cc(Br)ccc1OCc1cc(-c2ccccc2)on1
15.2%	CC(=O)Nc1ccc(-c2ccc(=O)n3c2[C@@H]2C[C@@H](CN(C(=O)NC4CCCCC4)C2)C3)cc1
-9.6%	CCCCNC(=O)CSCc1nc(-c2ccc(OC)c(OC)c2)oc1C
?	O=C1NCc2ccccc2CC12CCN(Cc1ccccc1Br)C2 (stereo not drawn)
17.8%	COCCNC(=O)[C@@H]1C[C@H](Oc2ccccc2)CN1C(=O)CCc1c(C)nn(C)c1C
?	COc1ccc(NC(=O)N2c3ccc(OC)cc3[C@@H](NC(=O)c3ccc(C)s3)[C@H](C)[C@H]2c2ccccc2)cc1
14.9%	Cc1nc(-c2ccc(OC3CCN(C(=O)CCc4nc5ccccc5[nH]4)C3)cc2)no1 (stereo not drawn)
4.7%	CCCCCCCCNC(=O)c1cccs1
-10.3%	Clc1ccc2c(Cl)c3c(nc2c1)CCCC3
-0.2%	O=C(N/N=C(/C=C/c1ccccc1)c1ccccc1)c1cccs1
24.7%	CCOc1ccc(S(=O)(=O)N(CC(=O)Nc2cccc(OC)c2)c2ccccc2)cc1
?	Cc1cc(C(=O)Nc2ccc3c(c2)CCC3)c(C)s1
-3.3%	Cc1ccc(C2=NC3(CCN(C(=O)CCc4ccccc4)CC3)ON2)cc1
20.8%	CC(=O)Nc1ccc(CC(=O)Nc2cccc3cccnc23)cc1

Already shown: an excerpt of the list.
12-LOX inh	smiles
?	O=C(c1ccc(Cl)cc1)c1ccc(OCc2cccc3ccccc23)cc1
0.1%[6.33 µM]	CC(=O)N1Cc2ccccc2CC2(CCN(Cc3ccc(O)cc3)CC2)C1

Continuation.
12-LOX inh	smiles
18.0%	O=C(Nc1nnc(Cc2ccccc2)s1)C1CCCO1 (stereo not drawn)
31.4%[activator]	O=C1NCCCCCCN(C(=O)c2ccccn2)[C@H]2CCC[C@@H]12
10.8%	Cc1ccc(Nc2nnc(SCC(=O)c3ccc(Cl)s3)s2)cc1C
?	O=C(CCCn1c(=O)oc2ccccc21)Nc1nc2ccccc2s1
66.6%[activator]	COC[C@@H]1CN(c2ncccn2)C[C@H]1C(=O)N1CCc2ccccc21
3.5%	CC(NC(=O)c1cccs1)C1CC2CCC1C2 (stereo not drawn)
?	COCCCNC(=O)CCC(=O)NCCCOC
-26.8%	CC(C)c1ccc(/C=C2\Oc3cc(OS(=O)(=O)c4ccccc4)ccc3C2=O)cc1
-21.1%	COc1cccc(/C=C2/C(=O)c3ccccc3OC2c2ccccc2)c1 (stereo not drawn)
-3.5%	COc1cc(OC)c(C2CC(=O)Nc3ccsc32)cc1OC (stereo not drawn)
-14.6%	Oc1ccccc1C=Nc1cc(C(F)(F)F)ccc1Oc1ccc(Cl)cc1
35.5µM*	Cc1ccc(N=C2NN=C(c3cc(C)n(CC4CCCO4)c3C)CS2)cc1C (stereo not drawn)
2.2%	CC(=O)c1ccccc1-c1ccc2c(c1)CC(CNC(=O)Cc1c[nH]c3ccccc13)O2 (stereo not drawn)
?	Cc1cc(NC(=O)CSc2nnnn2-c2cccc(C)c2C)n(-c2ccccc2)n1
-0.9%	C=CCC1(O)CC(C)(C)NC(C)(C)C1
-11.3%	COc1cc(NC(=O)C2CCCN2C(=O)C23CC4CC(CC(C4)C2)C3)c(OC)cc1Cl (stereo not drawn)
-25.8%	CC(=O)Nc1ccc(C(=O)N2CCC3(CC2)N=C(c2ccc(Br)cc2)NO3)cc1
-14.3%	Cc1cc(C2CCC2)nc(N2CCN(C)C3(CCNC(=O)CC3)C2)n1 (stereo not drawn)
10.3%	CN1OC[C@@H]2CN(CC3CCCCC3)[C@H](c3ccc(-c4ccc(C#N)cc4)cc3)C[C@@H]21
-16.6%	O=C(NCCCCC(NC(=O)c1ccccc1)C(=O)O)OCc1ccccc1 (stereo not drawn)
1.9%	CCc1nc2c(c(-c3ccc(Cl)cc3)n1)CCN(C(=O)c1ccccc1)CC2
11.5%	O=C(NCCCc1ccccn1)C1CC(=O)N(C2CC2)C1 (stereo not drawn)
?	Cc1cc(C)n2nc(C(=O)OC(C)C(=O)c3c[nH]c4ccccc34)nc2n1 (stereo not drawn)
6.3%	COCC1CN(C(=O)NC2CCCC2)CC12CCNCC2 (stereo not drawn)
39.8µM*	CC(C(=O)Nc1ccc(F)cc1Cl)N1CCN(c2ccc(O)cc2)CC1 (stereo not drawn)
39.6%[activator][176 µM]	CC(C)CCO[C@H]1COCCN(C(=O)c2ccccc2)C1
10.8%	CCCC(=O)NCc1cc2c(nc1OC)CN(C1CCCC1)C2=O
41.1%[activator]	COCC(=O)N1CCCN(Cc2ccncc2)C(c2ccccc2)CC(=O)NCC1 (stereo not drawn)
26.5%	O=C(Cc1cccnc1)N1C[C@@H](COCC2CC2)[C@H](c2ccncc2)C1
?	Cc1nc(N2CCN(c3ccccc3F)CC2)[nH]c(=O)c1CCC(C)C

In a second layout: entries from further up.
| Compound | 12-LOX inh |
| --- | --- |
| O=C(Nc1nnc(Cc2ccccc2)s1)C1CCCO1 (stereo not drawn) | 18.0% |
| O=C1NCCCCCCN(C(=O)c2ccccn2)[C@H]2CCC[C@@H]12 | 31.4%[activator] |
| Cc1ccc(Nc2nnc(SCC(=O)c3ccc(Cl)s3)s2)cc1C | 10.8% |
| O=C(CCCn1c(=O)oc2ccccc21)Nc1nc2ccccc2s1 | ? |
| COC[C@@H]1CN(c2ncccn2)C[C@H]1C(=O)N1CCc2ccccc21 | 66.6%[activator] |
| CC(NC(=O)c1cccs1)C1CC2CCC1C2 (stereo not drawn) | 3.5% |
| COCCCNC(=O)CCC(=O)NCCCOC | ? |
| CC(C)c1ccc(/C=C2\Oc3cc(OS(=O)(=O)c4ccccc4)ccc3C2=O)cc1 | -26.8% |
| COc1cccc(/C=C2/C(=O)c3ccccc3OC2c2ccccc2)c1 (stereo not drawn) | -21.1% |
| COc1cc(OC)c(C2CC(=O)Nc3ccsc32)cc1OC (stereo not drawn) | -3.5% |
| Oc1ccccc1C=Nc1cc(C(F)(F)F)ccc1Oc1ccc(Cl)cc1 | -14.6% |
| Cc1ccc(N=C2NN=C(c3cc(C)n(CC4CCCO4)c3C)CS2)cc1C (stereo not drawn) | 35.5µM* |
| CC(=O)c1ccccc1-c1ccc2c(c1)CC(CNC(=O)Cc1c[nH]c3ccccc13)O2 (stereo not drawn) | 2.2% |
| Cc1cc(NC(=O)CSc2nnnn2-c2cccc(C)c2C)n(-c2ccccc2)n1 | ? |
| C=CCC1(O)CC(C)(C)NC(C)(C)C1 | -0.9% |

Next entries:
12-LOX inh	smiles
44.8%	Cc1cn2nc(C(=O)N3CCC(C(=O)NCc4ccccn4)CC3)cc2c(=O)[nH]1
?	O=C(CCc1nc(-c2cccnc2)no1)NCc1cc2n(n1)CCCNC2
53.4%[activator]	CCC(=O)N1CCC(c2noc(COC)n2)C1 (stereo not drawn)
95.5%[activator]	Cc1nc(CC(=O)N2C[C@@H](CN3CCCCCC3)[C@@H](CO)C2)cs1
3.7%	CNS(=O)(=O)c1ccc(C(=O)NCC2(c3ccccc3)CC2)cc1
26.6%	Cc1ccc(C2Cn3cnc(C(=O)N4CCC(C(=O)NCc5cccc(F)c5)CC4)c3CO2)cc1 (stereo not drawn)
?	CCc1ccc(-c2noc(CCC(=O)Nc3ccccc3N3CCOCC3)n2)cc1
42.0%	CCC(=O)N(C1CCOCC1)C1CCN(S(=O)(=O)c2cccnc2)CC1
?	NC(=O)c1ccccc1N=Cc1ccc(O)cc1
?	NC(=O)c1cccc(CN2CCC3(CC2)CC(c2ccccc2)=NO3)c1
36.0%[176 µM]	COC(=O)[C@@H]1Cc2ncn(Cc3ccccc3)c2CN1C(=O)c1cccs1
75.4%[activator]	CCc1ccc(S(=O)(=O)N2CCN(C3CCN(Cc4ccccn4)C3=O)CC2)cc1 (stereo not drawn)
26.3%	COc1ccc(NC(=O)Cn2c(C)cc3nc4n(c(=O)c32)CCCCC4)cc1
46.3%[activator]	COc1ccc(-c2cc(N3CCCC(NC(=O)c4ccccc4F)C3)n[nH]2)cc1 (stereo not drawn)
?	O=C1NC(c2ccc3c(c2)OCO3)c2c(-c3ccccc3)n[nH]c21 (stereo not drawn)
-6.7%	CCC(=O)N1CCN(c2nc3c(s2)CC(C(=O)O)CC3)CC1 (stereo not drawn)
67.6%[activator]	O=C(N[C@@H]1C[C@H](Cn2cc(CN3CCS(=O)(=O)CC3)nn2)[C@@H](O)[C@H]1O)C1CCCC1
2.24µM*	Cc1ccc(-c2csc(-c3cc4c([nH]c3=O)CC(c3ccco3)CC4=O)n2)cc1 (stereo not drawn)
23.2%	CCC[C@H]1[C@@H](NS(=O)(=O)c2cccc([N+](=O)[O-])c2)CC[C@@]23CCCN2C(=O)CCC[C@@H]13
?	O=C(O)C(c1c[nH]c2cc(Cl)ccc12)N1CCN(c2ccc(F)cc2)CC1 (stereo not drawn)
-9.3%[176 µM]	O=C1OC[C@@H]2CCN(Cc3ccc(C(F)(F)F)cc3)Cc3ccc(F)cc3N12
?	CC(NC(=O)c1ccc2ccccc2n1)c1ccc(Cl)cc1 (stereo not drawn)
7.1%	CCC(C)NC(=O)c1ccc(-c2cccc(C#N)c2)o1 (stereo not drawn)
8.5%	COCC(=O)NC[C@@H]1C=C(C)[C@H](CC(=O)N2CCN(c3ccccn3)CC2)C[C@H]1C(C)C
2.5%	CN(CCCNC(=O)c1cccc2[nH]ncc12)Cc1ccccc1
11.8%[176 µM]	CC(C)C[C@@H]1N[C@H](C(=O)NC(C)C)Cc2cn(Cc3ccncc3)c3cccc1c23
21.1%	Cc1cc(C(=O)N2C[C@@H](COc3ccccc3)[C@H](C(N)=O)C2)no1
-9.3%	CCOC(=O)C1CCCN(C(=O)C2CC(c3ccc(CC)cc3)CN(C(=O)c3ccoc3)C2)C1 (stereo not drawn)
0.0%	C[C@H]1[C@@H](c2ccccc2)Oc2ccc(Cl)cc2S(=O)(=O)N1Cc1ccc(Cl)cc1
-15.3%	CCNC(=O)[C@@H]1C[C@@H](NC(=O)c2cn(C)nc2C)CN1Cc1ccccc1

Further structures follow.
12-LOX inh	smiles
10.3%	Cc1ccc(NC(=O)C2CCC(C(C)(C)C)CC2)cc1 (stereo not drawn)
8.6%[12.5 µM]	c1ccc2c(c1)CCN2C1CN(CC2CC2)C1
6.0%	CCn1c(N2CCC(Cc3ccccc3)CC2)nc2c1c(=O)n(C)c(=O)n2C
-19.6%	COc1cccc(-c2cc(C(=O)NCCCN3CCOCC3)c3ccccc3n2)c1
?	N#Cc1ccccc1OC(=O)/C=C/c1ccco1
?	CCC1(c2ccc(NC(=O)c3cc(OC)c(OC)c(OC)c3)cc2)CCC(=O)NC1=O (stereo not drawn)
24.0%	O=C(c1ccsc1)N1CCN(c2cc(C(F)(F)F)ncn2)CC1
5.7%	Cc1cc2c(cc1C)CSC(c1cccc([N+](=O)[O-])c1)SC2
?	O=C1CC(C(=O)Nc2ccc(F)cc2)c2c(nc(SCCc3ccccc3)[nH]c2=O)N1 (stereo not drawn)
6.9%	O=C(NC1(C(F)(F)F)C(=O)Nc2c1c(=O)[nH]c(=O)n2Cc1ccco1)c1cccnc1 (stereo not drawn)
12.9%	N#Cc1ccccc1OCC1CN(Cc2cccc(C(F)(F)F)c2)C(=O)c2c(ccnc2-c2ccc(OCC(=O)O)cc2)O1 (stereo not drawn)
5.8%	Cc1cc2oc(C(=O)Nc3sc4c(c3C#N)CCCC4)cc(=O)c2cc1Cl
3.9%	O=C(NCc1ccccc1)c1cc(-c2cccnc2)nc2ccccc12
-7.6%[176 µM]	Cc1noc([C@@H]2C[C@H](NC(=O)c3ccc(C#N)cc3)CN2C)n1
23.4%	C[C@H]1CNC(=O)c2c(C(=O)N3CCN(c4ccccc4)CC3)ncn21
-23.8%	CCCn1c(C)cc(C(=O)CSc2nc3cc(S(N)(=O)=O)ccc3n2CC)c1C
-0.4%	COCCn1c(SC(C)C(=O)c2ccc(OC(F)F)cc2)nnc1-c1ccccc1 (stereo not drawn)
37.3%[activator]	Cc1ccccc1CC(=O)N1CCC2(CC1)N(C)C(=O)CS2(=O)=O
?	O=C(CCCc1nc(-c2ccncc2)no1)N1CCCC2(CCNCC2)CC1

Bioassay records as filed in PubChem.

Only part of the results is shown; the hit share may differ from the screen's.
